Gal4-VP16 FLuc: Gal4-VP16 reporter inhibition counter-screen; 310,000 tested, 3.5% active; Potency, µM (top dose mostly 53.6 µM), without a hit: at the top dose activity, negative = inhibition, hits mostly inhibitors; Drosophila S2 Gal4-VP16 UAS-luciferase, luminescence, 20 h; AID 2546;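 further: Gal4-VP16 expression switched on by copper sulfate through the metallothionein promoter; potency means the concentration at half of the fitted maximal effect; on the % scale 0 is the no-effect control and ±100 the full control effect; nearly all actives have a fitted effect of over 50% in size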
NPC1 prom act: activates the NPC1 promoter | Huh7 NPC1 promoter luciferase reporter, 24 h | Potency, µM (top dose mostly 9.22 µM), for inactives: at the top dose activation, actives largely listed as activators | 320,000 tested, 2.4% active | AID 485313;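 further: potency means the concentration at half of the fitted maximal effect; % of control where 0% means no effect; nearly all actives have a fitted effect of over 60% in size; reporter is driven by a mutant NPC1 promoter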
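Cells: Huh7 expressing luciferase under the NPC1 promoter, 1500/well. Seeded 2 h, compound added, incubated 24 h at 37 °C. Luciferase reagent, 10 min ambient, then luminescence.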
ELG1 genotox: induces genotoxicity in HEK293T cells with luciferase-tagged ELG1; AID 504466; HEK293T ELG1-luciferase reporter, luminescence, 16 h; 330,000 tested, 1.3% active; Potency, µM (doses to about 46 µM), inactives show top-dose activity change, positive = activation, actives largely listed as activators; further: potency means the concentration at half of the fitted maximal effect; % of control where 0% means no effect; nearly all actives have a fitted effect of over 60% in size
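Reporter readout depends on ELG1 protein level, which increases with genetic stress. After 16 hr compound exposure at 37 °C, luciferase activity was quantified using ONE-Glo.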
Tb PFK inh: T. brucei PFK enzyme inhibition; O15648; T. brucei PFK, ADP-Glo luminescence; Potency, µM (highest dose often 57.5 µM), inactives show top-dose activity, negative = inhibition, hits mostly inhibitors; 330,000 tested, 0.17% active; AID 485367;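 further: potency means the concentration at half of the fitted maximal effect; 0% = uninhibited 1x PFK enzyme wells and -100% = no-enzyme wells; nearly all actives have a fitted effect of over 60% in size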
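Compounds were pin-transferred as a titration series up to 57 uM into substrate buffer (0.5 mM F6P, 0.1 mM ATP, pH 8.0), then 1.25 nM PFK was added and reactions ran 45 min before ADP-Glo detection.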
Rab9 promoter act: Rab9 promoter activation. AID 485297. Potency, µM (highest dose often 9.22 µM), for the others: at the highest dose activation, negative = inhibition, usual class: activators. Huh7 Rab9 promoter-luciferase reporter, luminescence, 24 h. 320,000 tested, 2.8% active; further: potency means the concentration at half of the fitted maximal effect; % of control where 0% means no effect; nearly all actives have a fitted effect of over 60% in size
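Huh7 cells stably carrying a Rab9 promoter-luciferase reporter, 1500 cells per well in OP-MEM I with 10% FBS, treated with compound 24 hours at 37C. Luciferase activity read by luminescence after 10 minutes with Amplite reagent.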
FLuc modulator: counter-screen for miR-21 project: firefly luciferase inhibitors or activators. Potency, µM (series often up to 57.5 µM), for the others: top-dose activity change, negative = inhibition, usual class: inhibitors. purified FLuc, Km substrates, luminescence inhibition. P08659. 360,000 tested, 6.9% active;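 further: potency means the concentration at half of the fitted maximal effect; plate controls were vehicle for no effect and reference inhibitor for full effect; nearly all actives have a fitted effect of over 55% in size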
Target sequence (P08659 whole entry, looked up): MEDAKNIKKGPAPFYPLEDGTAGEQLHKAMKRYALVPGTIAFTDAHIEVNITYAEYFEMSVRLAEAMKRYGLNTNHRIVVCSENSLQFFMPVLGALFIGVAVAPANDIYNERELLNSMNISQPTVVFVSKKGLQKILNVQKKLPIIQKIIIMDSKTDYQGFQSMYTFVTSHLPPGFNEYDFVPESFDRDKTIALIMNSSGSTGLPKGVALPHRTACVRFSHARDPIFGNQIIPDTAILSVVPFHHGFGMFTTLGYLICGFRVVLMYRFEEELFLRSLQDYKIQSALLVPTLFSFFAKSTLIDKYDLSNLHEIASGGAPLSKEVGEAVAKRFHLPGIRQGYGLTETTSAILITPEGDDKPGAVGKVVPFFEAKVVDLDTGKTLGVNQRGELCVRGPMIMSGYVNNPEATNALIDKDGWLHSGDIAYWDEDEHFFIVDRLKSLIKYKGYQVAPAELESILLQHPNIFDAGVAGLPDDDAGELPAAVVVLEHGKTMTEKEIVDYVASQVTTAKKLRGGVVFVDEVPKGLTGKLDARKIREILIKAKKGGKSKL
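Purified P. pyralis luciferase (10nM final) with 10uM D-luciferin and 10uM ATP (Km levels) in 50mM Tris acetate pH 7.5, 10mM Mg acetate, 0.01% Tween-20, 0.05% BSA; qHTS 6-point titration, ~60 µM downward; luminescence read.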
p53 reactivation: restores transcriptional activity of mutant p53; H1299 p53-A138V BP100-luciferase reporter, luminescence, 24 h; Potency, µM (titrated, usually from 92.2 µM), for inactives: top-dose activity change, positive = activation, usual class: activators; 320,000 tested, 0.063% active; further: potency means the concentration at half of the fitted maximal effect; % of control where 0% means no effect; nearly all actives have a fitted effect of over 45% in size
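p53-null H1299 cells stably carrying temperature-sensitive p53-A138V and a BP100-luciferase reporter were pinned with compounds (4-point, 1:5 series) and held 24 hrs at 37 deg C. Luminescence was read 10 min after detection reagent.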
RORg inh: inhibitors of mouse ROR gamma transcriptional activity; P51450; Drosophila S2 Gal4-RORgamma UAS-luciferase reporter, 20 h; Potency, µM (top dose mostly 53.6 µM), for inactives: at the highest dose activity change, negative = inhibition, most hits filed as inhibitors; 310,000 tested, 5.4% active; further: potency means the concentration at half of the fitted maximal effect; on the % scale 0 is the no-effect control and ±100 the full control effect; nearly all actives have a fitted effect of over 60% in size
Target sequence (P51450 whole entry, looked up, the tested form may be a part): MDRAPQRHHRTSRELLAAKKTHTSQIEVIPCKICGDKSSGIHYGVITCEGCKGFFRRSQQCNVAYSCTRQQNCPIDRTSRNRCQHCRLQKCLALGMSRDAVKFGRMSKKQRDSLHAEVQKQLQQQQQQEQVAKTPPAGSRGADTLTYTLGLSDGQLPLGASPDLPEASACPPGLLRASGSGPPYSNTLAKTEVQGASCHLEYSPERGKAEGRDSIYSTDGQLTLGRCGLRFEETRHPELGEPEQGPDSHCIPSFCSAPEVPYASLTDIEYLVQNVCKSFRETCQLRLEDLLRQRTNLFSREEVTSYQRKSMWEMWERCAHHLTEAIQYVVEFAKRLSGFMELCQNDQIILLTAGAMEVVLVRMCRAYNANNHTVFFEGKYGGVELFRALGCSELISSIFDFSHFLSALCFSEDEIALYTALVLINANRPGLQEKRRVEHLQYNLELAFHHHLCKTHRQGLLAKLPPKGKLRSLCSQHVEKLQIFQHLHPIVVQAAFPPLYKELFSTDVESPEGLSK
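Stably transfected Drosophila Schneider cells are the test system, with ROR gamma fused to Gal4 and luciferase under UAS control; luminescence is read after 20 hr of 700 uM copper sulfate induction at ambient temperature.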
TRPV1 ag: human TRPV1 agonism; TRPV1-expressing cells, Fluo-8 calcium influx, agonist mode; activation, % at 8.33 µM; 320,000 tested, 0.19% active; in the data active means activation above about 80%; inconclusive means between about 30% and that limit; further: 0% is about no effect
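Fluo-8 calcium influx in TRPV1-expressing cells, kinetic read (ex 480/em 520 nm). Compound added and read 3 min for agonist activity, followed by capsaicin at EC20 final and 2 min further read for enhancement.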
BRCA1 expr act: activators of BRCA1 expression; MCF7-BRCA1-FFLuc reporter, luminescence, 48 h; response scale: scaled: vehicle 0%, 10 µM genistein 100%; Potency, µM (series often up to 46.1 µM), for inactives: at the highest dose activation, actives largely listed as activators; 380,000 tested, 1.1% active; AID 624202; further: potency means the concentration at half of the fitted maximal effect; nearly all actives have a fitted effect of over 80% in size; some results filed as inactive show a strong effect at the top dose
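Luminescence from a BRCA1-driven firefly luciferase in MCF7 cells was the read-out, taken 15 min after substrate addition following 48 h compound exposure at 37 °C. Data were normalized to a 10 microM genistein control and DMSO vehicle.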
ELG1 DNA repair: ELG1-dependent DNA repair inhibition; HEK293T ELG1-luciferase reporter, luminescence, 16 h; DNA damage induced by 5-fluorouridine; Potency, µM (highest dose often 46.1 µM), inactives show top-dose activity change, negative = inhibition, most hits filed as inhibitors; 330,000 tested, 2.3% active; further: potency means the concentration at half of the fitted maximal effect; on the % scale 0 is the no-effect control and ±100 the full control effect; nearly all actives have a fitted effect of over 55% in size
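Quantitative HTS, concentration-response format. 2,000 cells/well co-treated with 5-fluorouridine and compound, 16 hr in 5% CO2 at 37 °C; ONE-Glo luminescence read after 30 min.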
* marks the source's active call; other numbers are inactive results; ? = inconclusive; . = no result given; & = joins results of further samples; [ ] = another dose, or the depositor's remark. Unless noted, the call rests on the fitted dose curve; in most records, active means well fitted curve in the direction sought with a large enough effect; inconclusive means small, poorly fitted or top-dose-only effect, or another doubt; inactive means no such curve, though single readings can be large; an effect the other way counts as inactive or inconclusive.

SMILES	Gal4-VP16 FLuc	NPC1 prom act	ELG1 genotox	Tb PFK inh	Rab9 promoter act	FLuc modulator	p53 reactivation	RORg inh	TRPV1 ag	BRCA1 expr act	ELG1 DNA repair
CCc1c(C)nc2ncnn2c1NCCc1ccc(OC)c(OC)c1	2%	-2%	-4%	-2%	-6%	-6%	8%	?	2	-52%	12µM*
CCC(C)[C@H](NC(=O)N1CCCCCC1)C(=O)O (some centres not stated)	-10%	-4%	5%	12%	-2%	-4%	2%	24%	2	3%	0%
CCOC(=O)C1=C(COC(=O)c2ccco2)NC(=O)NC1CC (configuration not stated)	.	-1%	0%	2%	-4%	-2%	6%	.	1	24%	7%
CN(C(=O)c1c(Cl)nc2sccn12)C1CCCCC1	18%	-1%	-2%	8%	1%	-2%	-11%	21%	19	-6%	-1%
Cc1cc(C)n(-c2cc(=O)n(C)c(=O)n2C)n1	3%	-1%	0%	-5%	-5%	-3%	5%	11%[10 µM]	-5	-11%	2%
COC(=O)c1ccccc1CSc1nsc(C)c1C#N	4%	-2%	2%	-4%	-1%	-17%	-1%	1%	4	0%	29%
C=CCn1c(CSCc2ccc(F)cc2)n[nH]c1=S	3.5µM*	1%	3%	-12%	-1%	0%	3%	3.2µM*	-1	-7%	-4%
O=C(NNC(=O)c1cc2ccccc2o1)c1ccncc1	.	.	4%	4%	.	.	6%	.	.	2%	18%
Cn1cc([C@@H]2C[C@H]3CN(Cc4cccc(Cl)c4)C(=O)[C@]34CCCN24)c2ccccc21	4%	3%	0%	3%	-2%	-8%	-3%	-5%	-3	-34%	-1%
O=c1cc(O)c2ccccc2n1Cc1ccccc1	-6%[10 µM]	0%	12%	-5%	1%	?	0%	32%	0	-4%	7%
CC1=C(C(=O)Nc2ccccc2)C2(CCCCC2)C(C#N)=C(S)N1	5%	-1%	3%	0%	2%	-18%	2%	-31%	-4	-2%	0%
Cc1ccc(CNC(=O)[C@H](Cc2ccccc2)NC(=O)c2ccco2)cc1	.	0%	0%	10%	-2%	2%	-9%	.	18	7%	2%
Cc1ccc(S(=O)(=O)N2CCN(C(=O)c3ccccc3)C2C(C)C)cc1 (configuration not stated)	-4%	-2%	-8%	-1%	-6%	-10%	-2%	-23%	2	-26%	-13%
CNc1ncnc2ccc(-c3c(C)noc3C)cc12	.	-1%	.	-7%	-1%	3%	.	.	2	.	.
C/C(CC(=O)Nc1ccc2ccccc2c1)=N\NC(=O)c1ccc(O)c(O)c1	-2%	-1%	?	1%	12%	?	12%	?	-4	37%	?
COc1cccc(-c2csc(NNC(=O)c3cccs3)n2)c1	10µM*	-4%	6%	4%	-2%	?	9%	2.2µM*	6	-3%	7%
Cc1c(Cl)cccc1NC(=S)N1CCN(c2ncccn2)CC1	-1%	-3%	2%	-1%	-2%	1%	9%	-11%	-3	-9%	14%
O=C1OCC(Cn2c3ccccc3c3ccccc32)O1 (configuration not stated)	0%	1%	-5%	-2%	6%	-1%	0%	10%	0	3%	-9%
CCOC(=O)c1c(NC(=S)Nc2ccc(F)cc2)sc2c1CCC2	?	-1%	5%	1%	1%	-2%	5%	10µM*	5	-11%	15%
Cc1ccc(C)c(N2CCN(C(=O)c3cc(S(=O)(=O)N4CCCC4)cn3C)CC2)c1	-29%	0%	2%	0%	0%	7%&-3%	.	0%	13	5%	-1%
CC(C)CNC(=O)[C@@H]1CSC2c3ccccc3C(=O)N21 (some centres not stated)	-1%	-3%	-2%	2%	0%	3%	1%	25%	3	1%	?
Cc1ccc(SCCSc2nc(C)cc(=O)[nH]2)cc1	?	?	23µM*	0%	?	5.4µM*	.	?	0	?	?
C/C(=N\Nc1cc(N2CCOCC2)nc(C)n1)c1ccc(F)cc1	3%	0%	-8%	6%	1%	?	-2%	-12%	-1	-36%	?
O=[N+]([O-])c1cccc(S(=O)(=O)NCCc2cccs2)c1	6%	-5%	-1%	4%	2%	4%	4%	3%	-2	-12%	-6%
Cc1ccccc1Cn1c(=O)n(C)c(=O)c2sccc21	-3%	0%	3%	2%	-4%	9%	.	19%	7	-11%	?

Next part, starting with the last 3 of the part before.
SMILES	Gal4-VP16 FLuc	NPC1 prom act	ELG1 genotox	Tb PFK inh	Rab9 promoter act	FLuc modulator	p53 reactivation	RORg inh	TRPV1 ag	BRCA1 expr act	ELG1 DNA repair
C/C(=N\Nc1cc(N2CCOCC2)nc(C)n1)c1ccc(F)cc1	3%	0%	-8%	6%	1%	?	-2%	-12%	-1	-36%	?
O=[N+]([O-])c1cccc(S(=O)(=O)NCCc2cccs2)c1	6%	-5%	-1%	4%	2%	4%	4%	3%	-2	-12%	-6%
Cc1ccccc1Cn1c(=O)n(C)c(=O)c2sccc21	-3%	0%	3%	2%	-4%	9%	.	19%	7	-11%	?
CCOC(=O)C1CCCN(C2CC(=O)N(c3ccc(C(C)C)cc3)C2=O)C1 (configuration not stated)	?	-6%	-3%	0%	-11%	-1%	5%	27%	3	6%	-11%
Cc1csc(SCC(=O)NCc2cccs2)n1	3%	1%	-1%	-6%	1%	0%	1%	-15%	0	14%	-7%
CN(Cc1c(C(=O)N/N=C/c2ccccc2)nnn1-c1nonc1N)c1ccccc1	3%	-1%	-2%	-3%	-14%	-5%	2%	-33%	?	-36%	6%
Cc1nc2scc(C)n2c(=O)c1S(=O)(=O)Nc1ccc(F)cc1	3%	2%	1%	0%	-1%	1%	-6%	4%	0	-1%	-11%
CCCCc1c(C)nc2ccc(Br)cc2c1SCCC#N	-13%	-2%	-15%	-8%	-1%	0%	9%	?	19	.	18µM*
O=C(COC(=O)c1ccc([N+](=O)[O-])o1)NCCc1ccccc1	.	.	0%	0%	.	.	18%	.	.	-3%	0%
O=C1CCCC(=O)C1C(=O)C1CCN(S(=O)(=O)c2ccccc2)CC1	8%	0%	1%	-1%	6%	-9%	5%	3%	-4	0%	13%
CN=C(Nc1ccc(Cl)cc1)c1ccc(C(F)(F)F)cc1	2%	12%	4%	0%	15%	-15%	-3%	4%	14	35%	24%
COc1ccc(CCNC(=O)Cc2cccc(C(F)(F)F)c2)cc1OC	9%	0%	2%	-1%	-4%	1%	-2%	-8%	21	3%	8%
Cc1cccn2cc(CSc3ccccc3N)nc12	-23%	2.2µM*	6.5µM*	-3%	2.5µM*	6µM*	?	?	17	?	?
CC(=O)OCC(=O)Nc1c(C)cc(C)cc1C	6%	-6%	1%	6%	7%	2%	-10%	33%	0	2%	12%
CCOc1ncccc1C(=O)N=c1sccn1C	-3%	8%	4%	-3%	1%	-1%	3%	-28%	2	23%	18%
CCOCCCNCc1cc(Br)ccc1OCc1ccccc1	1%	0%	-8%	-3%	-15%	1%	-2%	?	7	-16%	-20%
Cc1cc(NC(=O)CCCC(=O)N(CC(=O)NC2CCCCC2)c2ccccc2)no1	2%	-5%	6%	0%	6%	14%	2%	14%	0	2%	0%
CC1CCC2(CC1)NC(=O)N(NC(=O)c1cccc(N(C)C)c1)C2=O (configuration not stated)	.	1%	3%	-10%	0%	.	-4%	.	1	8%	5%
Cc1c(C)n(C)c2ccc(C(=O)N3CCN(c4ccccc4)CC3)cc12	-5%	1%	-1%	-6%	0%	-3%&-3%	-8%	5%	4	-20%	-6%
COc1ccc(N2CCN(C(=O)Nc3cccc(C(F)(F)F)c3)CC2)cc1	3%	2%	-3%	1%	-4%	1%&3%	-6%	2%	?	6%	?
CC(N1CCOC1=O)S(=O)(=O)c1ccccc1 (configuration not stated)	6%	-3%	0%	-15%	0%	-2%	0%	-28%	-3	6%	?
CCCCC(CC)Cn1c(N)c(C#N)c2nc3ccccc3nc21 (configuration not stated)	-18%	-1%	1%	0%	-1%	1%	1%	7%	2	-11%	8%
Cc1nnc(SCC(=O)NC2CC2)s1	0%	0%	2%	1%	17%	2%	4%	-19%	-1	12%	5%
CCOC(=O)C1CCN(C(=O)CNC(=O)Cn2c(C)cc3ccccc3c2=O)CC1	7%	2%	0%	0%	-3%	0%	-2%	-15%	-1	-26%	1%
NC(=O)C1=C[C@@H](c2ccccc2)C[C@@H](OCc2ccc(CO)cc2)O1	18%	-1%	-3%	0%	-3%	4%	-2%	28%	5	0%	2%
CN(C)C(=O)CSCc1c(Cl)cccc1Cl	-1%	8%	2%	1%	-6%	4%	-1%	-31%	5	15%	-2%

Screening data: PubChem, National Center for Advancing Translational Sciences (NCATS)
